TSG101-PTAP inh – qHTS Assay for Iinhibitors of HIV-1 Budding by Blocking the Interaction of PTAP/TSG101. 340,000 tested, under 10 active. Tumor susceptibility gene 101 protein (Homo sapiens), Q99816. Potency, µM (doses to about 115 µM), inactives show top-dose activity change, negative = inhibition, most hits filed as inhibitors. Fluorescence polarization, FITC-PTAP peptide / Tsg101 binding; active = well fitted inhibition curve with a large enough effect in the main read-out, with a control signal flat, not every such curve was filed as active; inconclusive = small, poorly fitted or top-dose-only effect, or effect the other way, or a change in a side signal; inactive = no such curve, though single readings can be large or run the other way; note: potency is the fitted concentration of half-maximal effect; % of control where 0% means no effect
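FP read-out: FITC-PTAP peptide, 50 nM final, binding Tsg101 binding domain, 10 uM final; 20 min, r.t.; 10 mM HEPES pH 7.5, 0.15 M NaCl, 0.01% Tween 20, 3 mM EDTA, 0.1 mM TCEP.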
TCR act – Activators of T cell receptors: qHTS campaign. primary human leukocytes, anti-CD3, IL-2 HTRF, 48 h. Potency, µM (highest dose often 9.22 µM), without a hit: at the highest dose activation of IL-2 secretion, hits mostly activators. 330,000 tested, under 10 active. AID 504894, 2011; note: % of control where 0% means no effect
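1) Mix primary human leukocytes, a-CD3 beads and compound. 2) Incubate 48 hr. 3) Add HTRF IL-2 reagents (a-IL-2-K, a-IL-2-d2).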
ELG1 repair inh – qHTS screen for small molecules that inhibit ELG1-dependent DNA repair in human embryonic kidney (HEK293T) cells expressing luciferase-tagged ELG1; HEK293T ELG1-luciferase reporter, luminescence, 16 h; DNA damage induced by 5-fluorouridine; Potency, µM (series often up to 46.1 µM), inactives show at the highest dose activity change, negative = inhibition, usual class: inhibitors; actives 2.3% (n = 330,000); AID 504467, 2011; note: potency is the fitted concentration of half-maximal effect; % is set by controls: 0 for no effect and ±100 for the full control effect; nearly all actives have a fitted effect of over 55% in size
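In this reporter screen, reduction of luminescence relative to DMSO vehicle indicated activity. Compounds and 5-fluorouridine were added together to 2,000 cells per well, incubated for 16 hr at 37 °C, then developed with ONE-Glo.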
Mito fusion yeast – qHTS Assay for Small Molecule Inhibitors of Mitochondrial Division or Activators of Mitochondrial Fusion | S. cerevisiae fusion-defective mutant growth rescue, CellTiterGlo 48 h | Potency, µM (doses to about 46.1 µM), for the others: at the highest dose growth rescue (activation), hits mostly activators | actives 0.23% (n = 320,000);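 note: potency is the fitted concentration of half-maximal effect; % of control where 0% means no effect; nearly all actives have a fitted effect of over 45% in size; temperature-sensitive fusion mutants such as fzo1-1 at 37 °C on non-fermentable ethanol glycerol medium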
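Yeast fusion mutant, YPEG (non-fermentable carbon), compound, 48 h at 37C non-permissive; CellTiterGlo added, 10 min RT, luminescence read. Rescued growth = division inhibition.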
TSHR antag – Antagonists of the Thyroid Stimulating Hormone Receptor: HTS campaign; Thyrotropin receptor (Homo sapiens), P16473; TSHR-expressing cells, TSH-stimulated cAMP HTRF, 2 h; stronger effect = lower value; activity change, negative = inhibition, % at 11.5 µM; actives 0.2% (n = 330,000);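 active = activity change below a set negative limit, meaning inhibition stronger than a set level, cut at about -70% in these data; inconclusive = activity change between two set negative limits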; note: % is set by controls: 0 for no effect and ±100 for the full control effect
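Cell-based HTRF cAMP assay; TSHR cells + compound, TSH EC80 (4nM final), 2 h, 37 deg C. Lysis with anti-cAMP cryptate and cAMP-d2, 30 min RT, read 665/620 nm.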
BCR signal inh – qHTS Assay to Find Inhibitors of Chronic Active B-Cell Receptor Signaling | actives 0.05% (n = 340,000) | AID 493014, 2011 | ABC-DLBCL IkBa-CBG/CBR reporter, luminescence ratio, 4 h | Potency, µM (titrated, usually from 46.1 µM), for inactives: at the highest dose ratio change, negative = lower green/red ratio, usual class: inhibitors; active = well fitted inhibition curve with a large enough effect in the signal ratio, with a control signal flat, not every such curve was filed as active; inconclusive = small, poorly fitted or top-dose-only effect, or effect the other way, or a change in a side signal; the % refers to the signal ratio;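 note: potency is the fitted concentration of half-maximal effect; plate controls were basal doxycycline-induced cells for no effect and cells given 10 µM MG132 for full effect; MG132 reads +100%, hits lower the ratio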
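TMD8 human ABC-DLBCL cells with doxycycline-inducible IκBα–green luciferase fusion and unfused red luciferase, in 0.5% FBS medium; compounds up to 46 uM, 4 h at 37C. Green/red luminescence ratio, filter-overlap corrected, fitted to concentration-response curves.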
Eya2 inh – qHTS Assay for Inhibitors of the Phosphatase Activity of Eya2; Protein phosphatase EYA2 (Homo sapiens), O00167; recombinant Eya2, OMFP fluorescence dephosphorylation (OMFP is methylfluorescein phosphate); Potency, µM (highest dose often 76.9 µM), inactives show at the top dose activity, negative = inhibition, hits mostly inhibitors; actives 0.006% (n = 330,000); AID 488837, 2010; note: potency is the fitted concentration of half-maximal effect; % is set by controls: 0 for no effect and ±100 for the full control effect
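Eya2 protein (added as 0.2 uM solution) was preincubated with compound for 10 min at ambient temperature in 50 mM HEPES pH 7.5, 50 mM NaCl, 5 uM MgCl2, 0.05% BSA, 1 mM DTT. OMFP (added at 50 uM) then reacted 10 min; fluorescence read at 485/525 nm.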
ASM inhibitor – Inhibitors of Secretory Acid Sphingomyelinase (S-ASM): qHTS. placental ASM, HMU-PC fluorogenic substrate, 60 min. Potency, µM (doses to about 57.5 µM), inactives show top-dose activity change, negative = inhibition, usual class: inhibitors. actives 0.006% (n = 340,000). AID 504937, 2011; note: potency is the fitted concentration of half-maximal effect
Target sequence (P17405 47-631 limits assumed): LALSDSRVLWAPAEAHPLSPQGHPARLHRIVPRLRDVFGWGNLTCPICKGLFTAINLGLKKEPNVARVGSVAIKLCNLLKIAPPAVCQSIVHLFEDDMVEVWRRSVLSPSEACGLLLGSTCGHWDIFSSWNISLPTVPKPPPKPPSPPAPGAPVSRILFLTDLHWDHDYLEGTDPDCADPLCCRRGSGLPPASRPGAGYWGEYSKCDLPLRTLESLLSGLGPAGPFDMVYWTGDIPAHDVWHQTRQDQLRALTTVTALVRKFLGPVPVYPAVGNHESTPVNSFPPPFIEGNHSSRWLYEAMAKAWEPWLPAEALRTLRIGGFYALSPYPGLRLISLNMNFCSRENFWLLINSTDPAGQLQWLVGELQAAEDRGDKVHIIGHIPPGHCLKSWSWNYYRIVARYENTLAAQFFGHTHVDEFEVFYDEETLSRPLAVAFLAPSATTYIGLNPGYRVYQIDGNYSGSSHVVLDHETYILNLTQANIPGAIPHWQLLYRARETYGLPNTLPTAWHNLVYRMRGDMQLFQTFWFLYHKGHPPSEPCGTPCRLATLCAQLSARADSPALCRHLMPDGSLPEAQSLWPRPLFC
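Human placenta-derived ASM enzyme was preincubated with compound for 10 minutes at room temperature, then given fluorogenic substrate HMU-PC0 (9 uM final) for 60 minutes at 37 °C; a pH 10 stop preceded fluorescence reading at Ex 386/Em 447 nm.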
Tb PFK inh – qHTS Assay to Find Inhibitors of T. brucei phosphofructokinase. ATP-dependent 6-phosphofructokinase (Trypanosoma brucei brucei), O15648. AID 485367, 2010. Potency, µM (series often up to 57.5 µM), for inactives: top-dose activity, negative = inhibition, actives largely listed as inhibitors. T. brucei PFK, ADP-Glo luminescence. actives 0.17% (n = 330,000);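 note: potency is the fitted concentration of half-maximal effect; 0% = uninhibited 1x PFK enzyme wells and -100% = no-enzyme wells; nearly all actives have a fitted effect of over 60% in size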
Target sequence (O15648 whole entry, looked up): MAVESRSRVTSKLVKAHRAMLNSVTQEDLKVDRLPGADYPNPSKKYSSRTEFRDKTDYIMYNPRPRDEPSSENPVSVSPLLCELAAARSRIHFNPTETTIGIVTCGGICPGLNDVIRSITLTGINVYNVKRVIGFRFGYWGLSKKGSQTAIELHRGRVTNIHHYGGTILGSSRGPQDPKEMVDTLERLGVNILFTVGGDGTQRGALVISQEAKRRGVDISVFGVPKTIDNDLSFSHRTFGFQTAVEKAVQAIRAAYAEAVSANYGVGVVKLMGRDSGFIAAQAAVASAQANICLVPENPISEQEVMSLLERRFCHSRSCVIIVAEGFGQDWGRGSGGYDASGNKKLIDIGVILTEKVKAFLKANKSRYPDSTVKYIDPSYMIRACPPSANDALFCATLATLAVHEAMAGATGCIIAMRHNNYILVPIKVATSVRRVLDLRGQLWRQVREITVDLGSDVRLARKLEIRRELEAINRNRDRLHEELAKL
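In TEA buffer at pH 8.0 with 5 mM MgCl2, enzyme (1.25 nM) converted F6P (0.5 mM) and ATP (0.1 mM) for 45 min at room temperature. ADP product was read by luciferase luminescence.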
AT treatment – qHTS Assay for Identifying a Potential Treatment of Ataxia-Telangiectasia; […] A-T fibroblasts, KAP-1 phosphorylation AlphaLISA; neocarzinostatin DNA damage 30 min before lysis; Potency, µM (series often up to 57.5 µM), without a hit: at the highest dose activation, usual class: activators; actives 0.19% (n = 320,000); AID 485349, 2010; note: potency is the fitted concentration of half-maximal effect; % of control where 0% means no effect; nearly all actives have a fitted effect of over 45% in size
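hTERT-immortalized A-T patient fibroblasts ([…]), 500 cells/well in OPTI-MEM, 1% FBS, got compounds for 60 min, then NCS for 30 min at 37C. Lysates were then assayed for phospho-KAP-1 by AlphaLISA (anti-pKAP1 donor, anti-KAP1 acceptor beads), 6 hr at 25C.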
a7 integrin act – qHTS for Activators of Integrin-Mediated Alleviation for Muscular Dystrophy | actives 0.064% (n = 350,000) | alpha7betagal myoblasts, beta-gal FDG fluorescence, 48 h | Potency, µM (series often up to 38.3 µM), for inactives: at the highest dose activation, most hits filed as activators;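 note: potency is the fitted concentration of half-maximal effect; 100% = response of the positive control SU9516; nearly all actives have a fitted effect of over 60% in size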
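alpha7betagal+/- myoblasts (passage 13, 250/well) treated 48 h at 37C with compounds at 1:260 dilution of DMSO stock. Lysed, then beta-galactosidase activity read as FDG fluorescence (ex 480/em 540) after 30 min, with pre-read for autofluorescence.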
* marks the source's active call; other numbers are inactive results; ? = inconclusive; nt = no result given; [ ] = dose if it differs, or a comment. Unless noted, calls come from the whole dose curve; as a rule, active = well fitted curve in the direction sought with a large enough effect; inconclusive = small, poorly fitted or top-dose-only effect, or another doubt; inactive = no such curve, though single readings can be large; an effect the other way counts as inactive or inconclusive.

SMILES	TSG101-PTAP inh	TCR act	ELG1 repair inh	Mito fusion yeast	TSHR antag	BCR signal inh	Eya2 inh	ASM inhibitor	Tb PFK inh	AT treatment	a7 integrin act
CCN(Cc1cc2ccc(C)cc2[nH]c1=O)C(=O)c1ccncc1	nt	nt	10µM*	1%	6	3%	-6%	nt	0%	nt	nt
Cc1cc(/C=C(/C#N)c2nc3ccccc3[nH]2)c(C)n1-c1ccccc1C(=O)O	3%	-5%	11%	-2%	26	?	-1%	20%	19%	3%	?
CCCCCc1cc(=O)oc2c(C(CCN3CCN(c4ccccc4)CC3)c3ccc4c(c3)OCO4)c(OC)cc(OC)c12 (stereo not given)	nt	2%	-18%	-24%	-5	-10%	-10%	?	-6%	-26%	-4%
COCCCn1cc(C(=O)c2cc(OC)ccc2OCC(=O)Nc2cc(C)on2)cc(C#N)c1=O	-2%	4%	-1%	0%	7	-2%	-21%	72%[activator]	-1%	-12%	-20%
COC(=O)c1ccc(CNC(=O)COC(=O)/C=C/c2ccc(OC)c(OC)c2)cc1	-6%	nt	-6%	nt	-5	?	1%	-1%	0%	-4%	-15%
c1ccc(-n2cnnc2SCc2cn3ccsc3n2)cc1	-6%	-2%	10%	-1%	1	-3%	2%	-1%	-1%	-5%	1%
Cc1nn(Cc2ccccc2)c(C)c1C(=O)OCC(=O)c1cc(C)n(CC(F)(F)F)c1C	-3%	-50%	?	0%	6	?	3%	-13%	2%	0%	-46%[inhibitor]
N#C/C(=N\Nc1cccc(C(F)(F)F)c1)C(=O)c1csc(-c2cccnc2)n1	-2%	-1%	?	?	-38	?	-5%	-28%	7%	-11%	4%
COC(=O)CSc1nc2cc3c(cc2cc1C)OCCO3	0%	-5%	-10%	-3%	-8	7%	-4%	-2%	0%	7%	-36%
CCOc1ccc(OCc2ccc(C(=O)N(C)c3ccccc3)o2)cc1	-3%	-6%	6%	2%	-19	0%	-18%	-3%	-1%	-3%	-16%
COCCNC(=O)Cn1c(=O)n(Cc2ccco2)c(=O)c2ccccc21	-3%	-2%	9%	-1%	4	0%	-10%	0%	0%	0%	3%
COc1ccc(Nc2nc(-c3cccc([N+](=O)[O-])c3)nc3ccccc23)cc1	-2%	6%[46.1 µM]	8.2µM*	8%	-16	5%	-5%	-13%	1%	18%	-2%
O/N=C/c1ccccc1Oc1ccc(Cl)cc1	-11%	-3%	5%	3%	-5	?	-11%	5%	3%	-3%	-3%
O=C(Nc1cccc(-c2cn3c(n2)SCC3)c1)c1ccc(Br)o1	-5%	7%	?	-10%	31	?	10%	0%	-11%	1%	?
CCN1CCCC1CNC(=O)c1ccc2c(c1)NC(=O)/C(=C\c1ccc(OC)c(OC)c1)S2 (stereo not given)	0%	2%	?	1%	5	-3%	-2%	-14%	-5%	-23%	-46%[inhibitor]
CC1(C)CC(=O)C(C2=NC3(CCCCCC3)Cc3ccccc32)=C(O)C1	-2%	0%	0%	5%	4	0%	-11%	-8%	-3%	3%	?
O=C(ONC1=NCCCCC1)c1c(F)cccc1F	-2%	5%	?	18%	3	-21%	19%	1%	-4%	5%	22%
CC1=C(C(=O)OC2CCCCC2)C(c2ccc(N(C)C)cc2)NC(=O)N1 (stereo not given)	-1%	-12%	-10%	1%	-4	-1%	-3%	1%	4%	-1%	-1%
COc1ccc(C)cc1NC(=O)CNC(=O)c1sc2ccccc2c1Cl	2%	nt	25%	1%	13	-9%	2%	2%	-6%	1%	-46%[inhibitor]
O=C(NCc1nc2ccccc2[nH]1)c1ccc(S(=O)(=O)N2CCOCC2)cc1	-5%	-1%	-8%	-1%	-7	-2%	-1%	0%	-3%	10%	5%
Cc1ccc(CNC(=O)C2CC=CCC2C(=O)O)cc1 (stereo not given)	-5%	3%	19%	16%	7	4%	12%	1%	9%	28%	9%
CCc1cc2c(=O)[nH]cnc2s1	-6%	11%	3%	3%	16	8%	-23%	-1%	-4%	-6%	0%
COc1ccc(CN(CC(=O)NCc2ccc3c(c2)OCO3)C(=O)c2csnn2)cc1	-4%	-4%	-19%	-10%	0	-4%	0%	0%	-3%	-2%	-24%
CC(C)(CSc1ccccn1)NS(=O)(=O)c1ccc(Cl)cc1	-3%	-9%[46.1 µM]	4%	-2%	15	5%	4%	-2%	0%	-2%	-7%
Cc1cccc([C@@H]2[C@@H]3C(=O)N(Cc4ccccc4)C(=O)[C@@H]3[C@]3(Cc4ccc(Cl)cc4)C(=O)N(c4ccccc4)C(=O)N23)c1	0%	-1%	1%	4%	-3	?	-2%	2%	-1%	4%	5%
c1ccc(-n2nnnc2NC2CCCCC2)cc1	0%	nt	-7%	4%	-1	?	-7%	9%	-6%	-12%	-23%
O=C(Nc1ccc(S(=O)(=O)Nc2ccccc2)cc1)C1COc2ccccc2O1 (stereo not given)	-2%	-3%[46.1 µM]	?	7%	-18	23%	0%	-24%	11µM*	5%	-23%
CCCCNC(=O)NNC(=O)COc1cc(C)cc(C)c1	0%	3%[46.1 µM]	-6%	6%	6	0%	2%	0%	-5%	2%	-13%
CCN1C(=O)/C(=C2\SC(=S)N(CC3CCCO3)C2=O)c2ccccc21 (stereo not given)	nt	nt	15%	-1%	-5	1%	-1%	nt	-4%	nt	nt
CCOc1ccccc1N(C(=O)CNC(=O)c1ccco1)C(C(=O)NC1CCCC1)c1cccnc1 (stereo not given)	-2%	2%	10%	-1%	-3	?	5%	-2%	-2%	2%	17%
Cc1cc2ncn(C(=O)N3CCCCC3)c2cc1C	-5%	0%	?	-4%	-6	0%	9%	-4%	0%	-9%	-12%
O=S(=O)(NCc1ccc(F)cc1)c1ccc(Br)cc1Br	-1%	1%	-6%	17%	-20	-1%	-3%	-2%	-1%	8%	-8%
COc1cccc(/C=C2\SC(=S)N(CCCC(=O)NC3=NCCS3)C2=O)c1	-16%	-2%	3%	-6%	-2	?	-2%	6%	-2%	0%	-23%
O=C(CC1(O)C(=O)N(Cc2ccccc2)c2ccccc21)c1ccc2c(c1)OCO2 (stereo not given)	-4%	3%	-12%	10%	-2	-32%	-1%	-2%	4%	nt	-31%[inhibitor]
Cc1nc(N)c(Br)c(C)c1Br	0%	-7%	16%	-5%	-5	?	-1%	1%	-4%	3%	13%
Fc1ccc(-n2c(CN3CCCCC3)n[nH]c2=S)cc1	-3%	6%	-6%	-11%	-12	4%	4%	12%	20%	0%	18%
CCOC(=O)CN(C)Cc1c[nH]c2ccccc12	nt	nt	0%	1%	3	?	3%	nt	2%	0%	nt
O=c1oc(-c2cccc(Cl)c2)nc2c1cnn2-c1ccccc1	-8%	-3%	16%	0%	2	-5%	-1%	5%	3%	-1%	11%
N#C/C(=C\c1ccc(-c2cccc([N+](=O)[O-])c2)o1)C(=O)NCCN1CCOCC1	-2%	2%	?	-1%	2	?	-9%	2%	5%	-22%	0%
COc1ccccc1NC(=O)Cn1nnc2sc3c(c2c1=O)CC(C)(C)OC3	-5%	-1%	21µM*	-3%	4	-4%	-7%	-1%	-3%	0%	6%
Fc1ccccc1N1CCN(C2CCCN(Cc3cccc(C(F)(F)F)c3)C2)CC1 (stereo not given)	-1%	2%	-14%	-16%	10	-1%	2%	2%	0%	5%	-31%[inhibitor]

Bioassay records: PubChem BioAssay, National Center for Advancing Translational Sciences (NCATS)
